# Bioassay records as filed in PubChem BioAssay.
# A549 viability: kills or reduces viability of A549 cells in Nrf2 counter-screen | AID 504648 | A549 ARE-Fluc cells, CellTiter-Fluor viability, 18-24 h | hit rate 0.16% among 390,000 | Potency, µM (series often up to 46 µM), for inactives: at the highest dose activity change, negative = cytotoxicity, hits mostly inhibitors; also: % is scaled to controls: 0 for no effect and ±100 for the full control effect
#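 Cytotoxicity counterscreen: CellTiter-Fluor fluorescence was measured in A549 ARE_Fluc cells after 18-24 h of compound exposure in a concentration series. The subsequent BugLite luminescent read reports ARE-luciferase activity.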
# Nrf2 block: Nrf2 pathway inhibition. Potency, µM (series often up to 46 µM), for the others: at the highest dose activity change, negative = inhibition, usual class: inhibitors. hit rate 2.1% among 360,000. A549 ARE-Fluc reporter, luciferase luminescence, 18-24 h; also: % is scaled to controls: 0 for no effect and ±100 for the full control effect; nearly all actives have a fitted effect of over 60% in size
#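 Concentration-response testing used A549 ARE_Fluc cells at 5000 cells/well. Following an 18-24 h compound incubation, viability was read by fluorescence (Ex 405/Em 525) and luciferase output by luminescence.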
# ATXN2 expr inh: reduces ATXN2 reporter expression in HEK-293 cells | HEK-293 ATXN2-luciferase reporter, luminescence, 24 h | Potency, µM (series often up to 57 µM), inactives show at the top dose activity change, negative = inhibition, most hits filed as inhibitors | hit rate 0.72% among 360,000 | AID 1745845; also: % is scaled to controls: 0 for no effect and ±100 for the full control effect; nearly all actives have a fitted effect of over 55% in size
#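 qHTS (up to 57 uM final) was run with 24 h compound exposure of reporter cells at 37 °C. Each well was multiplexed: SteadyGlo luminescence measured ATXN2-luciferase expression after a fluorogenic Gly-Phe-AFC viability readout (25 uM final).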
# HepG2 tox: kills HepG2 cells in TGF-b inhibitor counter-screen. HepG2 CAGA-GFP viability, ATP luminescence, 18 h. Potency, µM (titrated, usually from 46.1 µM), inactives show at the top dose activity change, negative = cytotoxicity, hits mostly cytotoxic. hit rate 0.76% among 410,000; also: some results filed as inactive show a strong effect at the top dose
#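 HepG2 CAGA-GFP cells (1000/well, DMEM with 1% FBS) received compound, then TGF-beta at 500 pg/mL final, and were incubated 18 hours at 37 degrees C. Viability was read by CellTiter-Glo luminescence. Media-only wells were set as complete cell-killing and DMSO as no toxicity.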
# TGFb SMAD3 inh: TGF-b pathway inhibition; HepG2 CAGA-GFP TGF-b/SMAD3 reporter, GFP fluorescence, 18 h; TGF-beta stimulated, 500 pg/mL final; hit rate 1.2% among 410,000; Potency, µM (series often up to 46.1 µM), inactives show top-dose activity, negative = inhibition, actives largely listed as inhibitors; AID 588855; also: % is scaled to controls: 0 for no effect and ±100 for the full control effect; nearly all actives have a fitted effect of over 65% in size
#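 HEPG2 CAGA-GFP, 1000 cells/well; 2 h settle, 37 C; cpd via pin tool; TGF-b 500 pg/mL final; 18 h, 37 C; GFP imaging ex488/em500-530; %Activity normalised to -TGF-b and +DMSO controls; CRC fit, curve class.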
# Nrf2 ARE act: activates Nrf2 signaling. hit rate 0.31% among 410,000. AREc32 ARE-luciferase reporter (MCF7-derived line), luminescence, 24 h. AID 624171. Potency, µM (highest dose often 46.1 µM), for inactives: top-dose activation, most hits filed as activators; also: % of control where 0% means no effect; nearly all actives have a fitted effect of over 65% in size
#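 For detection, Steady-Glo was added and plates sat 30 min at RT; before that, AREc32_Fluc cells grown overnight in OPTI-MEM/5% FBS had been treated with 23 nL compound for 24 hr at 37 deg C.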
# EPAC2 antag: EPAC2 (human) antagonism; Potency, µM (highest dose often 114 µM), for the others: at the highest dose activity, negative = inhibition, most hits filed as inhibitors; hit rate 0.18% among 360,000; EPAC2 GEF exchange of Rap1B-BODIPY-GDP, fluorescence; AID 720708; Q8WZA2; also: % is scaled to controls: 0 for no effect and ±100 for the full control effect; nearly all actives have a fitted effect of over 45% in size; many of its hits are not listed in these tables
# Target sequence (Q8WZA2 whole entry, looked up): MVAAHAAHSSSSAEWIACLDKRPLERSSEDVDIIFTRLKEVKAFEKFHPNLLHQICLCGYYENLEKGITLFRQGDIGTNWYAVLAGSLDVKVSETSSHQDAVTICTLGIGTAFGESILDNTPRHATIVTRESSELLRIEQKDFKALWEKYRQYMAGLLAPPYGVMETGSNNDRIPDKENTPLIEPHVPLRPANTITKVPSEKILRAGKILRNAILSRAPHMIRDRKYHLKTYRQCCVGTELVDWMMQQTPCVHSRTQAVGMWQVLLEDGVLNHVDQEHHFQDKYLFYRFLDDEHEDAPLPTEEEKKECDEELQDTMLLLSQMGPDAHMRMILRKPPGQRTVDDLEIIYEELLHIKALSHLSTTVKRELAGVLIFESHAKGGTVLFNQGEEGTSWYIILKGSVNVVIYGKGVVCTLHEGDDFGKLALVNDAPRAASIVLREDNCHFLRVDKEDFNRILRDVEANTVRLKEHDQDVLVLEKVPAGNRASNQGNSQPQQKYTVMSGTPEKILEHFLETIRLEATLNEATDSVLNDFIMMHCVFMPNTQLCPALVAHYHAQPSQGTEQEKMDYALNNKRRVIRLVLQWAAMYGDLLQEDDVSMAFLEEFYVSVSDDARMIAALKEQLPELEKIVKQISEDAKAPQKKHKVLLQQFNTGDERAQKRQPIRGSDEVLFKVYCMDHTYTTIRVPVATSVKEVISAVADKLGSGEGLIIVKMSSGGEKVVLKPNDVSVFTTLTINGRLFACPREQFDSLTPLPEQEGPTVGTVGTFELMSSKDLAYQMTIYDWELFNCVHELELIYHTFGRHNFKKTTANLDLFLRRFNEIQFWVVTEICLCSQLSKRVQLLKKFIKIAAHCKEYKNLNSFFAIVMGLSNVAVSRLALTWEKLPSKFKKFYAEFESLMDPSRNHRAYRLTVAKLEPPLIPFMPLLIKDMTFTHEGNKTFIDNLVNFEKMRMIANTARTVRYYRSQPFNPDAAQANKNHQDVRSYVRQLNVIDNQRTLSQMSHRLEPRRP
# ATXN viability: viability counter-screen for ATXN expression inhibitors; hit rate 0.49% among 400,000; S2 cells (HEK-293 line with an ATXN2-luciferase reporter) viability, CellTiter-Fluor protease fluorescence, 24 h; Potency, µM (series often up to 56.7 µM), usual class: cytotoxic; AID 651635; also: nearly all actives have a fitted effect of over 40% in size
# MCF10A rereplic: inducers of DNA re-replication in MCF 10A breast cells | MCF 10A DNA re-replication, Hoechst nuclear intensity, 48 h | Potency, µM (doses to about 46.1 µM), for inactives: at the top dose activity, positive = re-replication, usual class: activators | hit rate 2.9% among 350,000 | AID 624296; also: % of control where 0% means no effect; nearly all actives have a fitted effect of over 50% in size
# * = called active by the depositor; i = inactive; u = inconclusive; x = no result given; & = joins results of further samples; [ ] = remark or other dose. Calls follow the shape of the dose curve; as a rule, active = well fitted curve in the direction sought with a large enough effect; inconclusive = small, poorly fitted or top-dose-only effect, or another doubt; inactive = no such curve, though single readings can be large; an effect the other way counts as inactive or inconclusive. Potency is read from the fitted curve at half-maximal effect.
# The opening 5 entries (preview)
SMILES,A549 viability,Nrf2 block,ATXN2 expr inh,HepG2 tox,TGFb SMAD3 inh,Nrf2 ARE act,EPAC2 antag,ATXN viability,MCF10A rereplic
Cc1ccc(Cl)cc1NC(=O)C(NS(=O)(=O)c1cccc2nsnc12)c1ccccc1 (configuration not stated),-5%,-6%,-13%,-1%,u,8.8%,x,i,x
C=CCOc1ccccc1/C=N/O,-1%,x,-3%,-7%,u,-0.5%,-1%,i,1%
COc1cccc(CN2CCNC(=O)C2CC(=O)N(C)CC2CCOCC2)c1OC (configuration not stated),2%,9%,6%,2%,5%,-0.2%,-1%,i,9%
CCN(CC)C(=O)C1=C(C)N(Cc2ccc(C(C)(C)C)cc2)C(=O)C(CC(=O)NC2CC2)C1 (configuration not stated),x,x,3%,1%,1%,-1.1%,-1%,i,x
CCOC(=O)N1CCN(C(=O)Cn2nc(C)n3nc(-c4ccccc4)cc3c2=O)CC1,10%,5%,-3%,-11%,-1%,-0.1%,-14%,i,1%

# The whole of this part (from the top)
SMILES,A549 viability,Nrf2 block,ATXN2 expr inh,HepG2 tox,TGFb SMAD3 inh,Nrf2 ARE act,EPAC2 antag,ATXN viability,MCF10A rereplic
Cc1ccc(Cl)cc1NC(=O)C(NS(=O)(=O)c1cccc2nsnc12)c1ccccc1 (configuration not stated),-5%,-6%,-13%,-1%,u,8.8%,x,i,x
C=CCOc1ccccc1/C=N/O,-1%,x,-3%,-7%,u,-0.5%,-1%,i,1%
COc1cccc(CN2CCNC(=O)C2CC(=O)N(C)CC2CCOCC2)c1OC (configuration not stated),2%,9%,6%,2%,5%,-0.2%,-1%,i,9%
CCN(CC)C(=O)C1=C(C)N(Cc2ccc(C(C)(C)C)cc2)C(=O)C(CC(=O)NC2CC2)C1 (configuration not stated),x,x,3%,1%,1%,-1.1%,-1%,i,x
CCOC(=O)N1CCN(C(=O)Cn2nc(C)n3nc(-c4ccccc4)cc3c2=O)CC1,10%,5%,-3%,-11%,-1%,-0.1%,-14%,i,1%
COc1ccccc1C(=O)NC(=O)COC(=O)c1ccc([N+](=O)[O-])cc1Cl,7%,6%,2%,5%,13%,0.8%,-6%,i,-1%
COc1ccc(C)cc1S(=O)(=O)N(CC(N)=O)Cc1ccccc1,4%,x,-7%,-1%,36%,2.8%,-7%,i,1%
Cc1cc(NC(=O)CCC(=O)NNC(=O)c2ccc(C(C)(C)C)cc2)no1,13%,12%,22%,-13%,-9%,0.7%,-9%,i,-2%
CCC(=O)Oc1ccc2c(C)cc(=O)oc2c1C(=O)c1ccccc1,-7%,-4%,-4%,-9%,u,0.1%,-8%,i,4%
CSc1nnc(CNC(=O)c2ccccc2)n1-c1cccc(C)c1,3%,-1%,1%,-17%,14%,-0.3%,2%,i,-1%
Cc1ccc(-n2ncc3c(NNC(=O)c4ccco4)ncnc32)cc1C,1%,3%,11%,-12%,-17%,-0.1%,-9%,i,2%
COCCN1CN(S(=O)(=O)c2ccc(Cl)cc2)c2nc3ccccc3nc21,-1%,-13%,-4%,-9%,u,-0.9%,-3%,i,-5%
COc1ccccc1/C=C/C=N/NC(=O)CCn1nnc2ccccc21,1%,17%,4%,2%,5%,0.4%,-6%,i,1%
Cc1cc(C)c(S(=O)(=O)N2CCN(C(=O)c3cccs3)CC2)c(C)c1,-4%,0%,-7%,-27%,-21%,-0.5%,-14%,i,5%
Cc1ccc(OCCn2cc(C(=O)c3cccs3)c3ccccc32)cc1,3%,-11%,7%,-13%,u,6.4%,x,i,x
Cc1nc(-c2ccccc2)sc1-c1ccc(SCC(=O)Nc2cccc(C(F)(F)F)c2)nn1,-10%,u,x,3%,1%,24%,x,x,x
COc1ccnc(Nc2cccc(C)c2)c1C#N,-2%,-2%,-3%,-9%,9%,-0.7%,-3%,i,-13%
CCCCC(CC)CNC(=O)CCCn1c(=O)[nH]c2ccsc2c1=O (configuration not stated),0%,3%[9.27 µM],-14%,-7%,u,0.6%,x,i,x
CC(C)(C)N=C(NS(=O)(=O)c1cccs1)c1ccccc1,-5%,5%,9%,8%,15%,0.0%,-3%,i,-2%
CN(C)CCN1CCc2ccccc21,0%,10%,1%,2%,-2%,0.2%,9%,i,4%
CCn1cc(Br)c(C(=O)Nc2sc3c(c2C(N)=O)CCCC3)n1,7%,u,2%,0%,11%,2.5%,5%,i,1%
O=CC(=O)c1ccccc1,-8%,4%,0%,-29%,-9%,-0.8%,-14%,i,u
COCCNCC(=O)N1c2ccccc2Sc2ccccc21,-7%,-24%,3%,6%,5%,-0.5%,0%,i,-1%
Cc1ccc(C)c(C(=O)CSc2nc(N)cc(=O)[nH]2)c1,5%,5%,x,6%,2%,4.0%,9%,i,10%
C=CCNC(=O)c1ccccc1S(=O)c1ccccc1C#N (configuration not stated),-3%,19%,-9%,3%,3%,-0.9%,0%,i,-1%
COc1ccccc1N1CCN(C(=O)CCNS(=O)(=O)c2ccc3c(c2)CCC(=O)N3)CC1,2%,-5%,8%,-15%,-8%,-0.3%,11%,i,6%
Cn1c(N2CCOCC2)c(C=O)c2ccccc21,12%,-11%,x,3%,15%,-1.0%,0%,u,-4%
CC(=O)N1CC(=O)N=C1SCC(=O)Nc1nc(-c2ccccc2)c(-c2ccccc2)s1,5%,-29%,-13%,6%,-5%,3.9%,-7%,i,21µM*
Cc1c(CCO)sc[n+]1CC(=O)OC12CC3CC(CC(C3)C1)C2,-4%,4%,0%,6%,3%,-0.2%,6%,u,u
COc1ccc(/C=N/Nc2nncc3ccccc23)cc1,u,u,u,-58%,-10%,u,-14%,i,-1%
CCOC(=O)CCCNC(=O)COC(=O)CCC(=O)c1ccc(F)cc1,-2%,-9%,-10%,-2%,15%,0.1%,8%,i,-7%
O=C1C(=Cc2ccc(F)cc2)Cc2ccccc21,x,x,46%[activator],-2%,-14%,u,7%,i,x
Cc1cccc(CN2CCN(CC(=O)NCCCN3CCCC3=O)C2=O)c1,7%,x,-1%,-15%,3%,-0.8%,-2%,i,u
Cc1ccc(S(=O)(=O)NCc2ccc(C(=O)NC3CCCCC3)cc2)cc1,1%,u,5%,-6%,-7%,-0.2%,4%,i,1%
CCc1ccc2[nH]cc(C(=O)N3CCCCCC3)c(=O)c2c1,-5%,13%,15%,-2%,1%,-0.4%,-3%,i,-2%
CCOC(=O)C(NC(C)=O)(NS(=O)(=O)c1ccccc1)C(F)(F)F (configuration not stated),4%,13%,-10%,-10%,-3%,3.9%,-14%,i,14%
CS(=O)(=O)Nc1ccc(-c2nc3ccccc3s2)cc1,0%,u,-12%,-14%,u,-2.0%,x,i,x
Nc1nc(N)nc(-c2cc(Cl)ccc2Cl)n1,11%,3%,-2%&5%&11%,-23%,10%,-0.5%,3%,i,u
O=C1CC(N(O)c2ccccc2)C(=O)N1c1cc(Cl)cc(Cl)c1 (configuration not stated),-11%,-19%,1%,-20%,-9%,5.4%,3%,u,u
Cc1occc1C(=O)N/N=C/c1ccc(Cl)c([N+](=O)[O-])c1,-6%,12%,46%[activator],-8%,-1%,u,-9%,i,u
COc1cccc(NC(=O)COC(=O)c2c(C)nn(-c3ccccc3)c2C)c1,2%,-8%,-6%,-6%,-19%,5.1%,-12%,i,u
Cc1ccc(NC(=S)N2CCN(S(=O)(=O)c3ccccc3)CC2)cc1C,5%,-25%,0%,3%,0%,-0.1%,-4%,i,7%
O=S(=O)(Nc1ccc(NS(=O)(=O)c2ccccc2)cc1)c1ccccc1,x,x,x,-5%,2%,-1.0%,13%,i,x
CC(=O)Nc1nnc(SCc2ccc(C(=O)Nc3ccccc3F)cc2)s1,1%,-16%,22%,4%,-4%,0.1%,-28%,i,-1%
Cc1nnc2ccc(-c3ccc(NC(=O)Cc4cccs4)cc3)nn12,-8%,-34%,16%,-11%,-4%,15%,1%,i,-6%
O=C(CCn1c(=O)c2cccn2c2ccccc21)Nc1ccc(F)cc1,2%&0%,-25%&-3%,-10%,0%&-17%,-2%&-9%,u,-2%,i,1%
O=C(CN1CCCCC1)Nc1nnc(-c2ccc([N+](=O)[O-])cc2)s1,-13%,-5%,2%,-9%,u,0.3%,10%,i,3%
COc1ccccc1NC(=O)c1cc2n(n1)C(C(F)(F)F)CC(c1ccc3c(c1)OCO3)N2 (configuration not stated),-9%,u,-27%,-3%,u,-0.4%,0%,i,u
O=C(COC(=O)c1ccccc1O)NCc1ccco1,2%,3%,0%,3%,0%,9.5%,2%,u,1%
CN1CCN(c2ccc(NC(=O)c3cc([N+](=O)[O-])ccc3N3CCOCC3)cc2)CC1,-8%,1%,-1%,-3%,-6%,-1.3%,0%,i,-3%
CCOC(=O)C1=C(O)/C(=C\c2ccc(OC)c(OC)c2)N=C1C,-3%,6%,3%,2%,14%,0.2%,10%,i,-9%
Cc1ccc(CNC(=O)CSc2nnc(C)c3c(C)n(-c4ccccc4)nc23)cc1,3%,-25%,-25%,-6%,u,10%,x,i,x
O=C(NCc1n[nH]c(=O)c2ccccc12)C1CC(=O)N(c2ccc(Cl)cc2)C1 (configuration not stated),13%,-6%,-2%,-16%,-1%,3.3%,1%,i,1%
Cn1cc(CN2CCC(C(O)CCc3ccccc3)CC2)c(-c2ccccc2F)n1 (configuration not stated),-7%,4%,x,-1%,3%,2.2%,12%,i,-7%
CCCN1C(=O)c2cc(C(=O)Nc3ccc(OC)cc3OC)ccc2C1Nc1ccc(OC)cc1OC (configuration not stated),1%,u,-22%,-3%,-2%,-0.9%,u,i,u
Cc1cc(C(F)(F)F)nn1C(=O)c1cccnc1Cl,-6%,-12%,5%,-20%,-2%,0.0%,-6%,i,0%
CCN1CCN(C(=O)Cn2ncc3c([nH]c4ccc(C)cc43)c2=O)CC1,-3%,-1%,-6%,-15%,-2%,-0.1%,-1%,i,7%
COC(=O)c1[nH]c2ccc(Br)cc2c1NC(=O)Oc1ccccc1,-6%,14%,22%,-2%,-6%,2.7%,-3%,i,-2%
COc1ccc(S(=O)(=O)N2CCCCC2)cc1NC(=O)C1CCCO1 (configuration not stated),0%,12%,-14%,0%,-1%,0.3%,-9%,i,-51%[inhibitor]

# Only part of the results is shown. The share of hits here may be higher or lower than overall.
